Assay outcomes deposited in PubChem by The Scripps Research Institute Molecular Screening Center.
IDE act: activators of human insulin-degrading enzyme in cells; AID 493087; HEK cells, FAbeta-B cleavage, fluorescence polarization; 0% vehicle, 100% cell-free pure enzyme wells; activation, % at 5.96 µM; hit rate 0.073% among 340,000;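 active = activation above the mean of all tested compounds plus 3 SD, set per screening campaign, cut at about 17% in these data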
Target sequence (P14735 whole entry, looked up): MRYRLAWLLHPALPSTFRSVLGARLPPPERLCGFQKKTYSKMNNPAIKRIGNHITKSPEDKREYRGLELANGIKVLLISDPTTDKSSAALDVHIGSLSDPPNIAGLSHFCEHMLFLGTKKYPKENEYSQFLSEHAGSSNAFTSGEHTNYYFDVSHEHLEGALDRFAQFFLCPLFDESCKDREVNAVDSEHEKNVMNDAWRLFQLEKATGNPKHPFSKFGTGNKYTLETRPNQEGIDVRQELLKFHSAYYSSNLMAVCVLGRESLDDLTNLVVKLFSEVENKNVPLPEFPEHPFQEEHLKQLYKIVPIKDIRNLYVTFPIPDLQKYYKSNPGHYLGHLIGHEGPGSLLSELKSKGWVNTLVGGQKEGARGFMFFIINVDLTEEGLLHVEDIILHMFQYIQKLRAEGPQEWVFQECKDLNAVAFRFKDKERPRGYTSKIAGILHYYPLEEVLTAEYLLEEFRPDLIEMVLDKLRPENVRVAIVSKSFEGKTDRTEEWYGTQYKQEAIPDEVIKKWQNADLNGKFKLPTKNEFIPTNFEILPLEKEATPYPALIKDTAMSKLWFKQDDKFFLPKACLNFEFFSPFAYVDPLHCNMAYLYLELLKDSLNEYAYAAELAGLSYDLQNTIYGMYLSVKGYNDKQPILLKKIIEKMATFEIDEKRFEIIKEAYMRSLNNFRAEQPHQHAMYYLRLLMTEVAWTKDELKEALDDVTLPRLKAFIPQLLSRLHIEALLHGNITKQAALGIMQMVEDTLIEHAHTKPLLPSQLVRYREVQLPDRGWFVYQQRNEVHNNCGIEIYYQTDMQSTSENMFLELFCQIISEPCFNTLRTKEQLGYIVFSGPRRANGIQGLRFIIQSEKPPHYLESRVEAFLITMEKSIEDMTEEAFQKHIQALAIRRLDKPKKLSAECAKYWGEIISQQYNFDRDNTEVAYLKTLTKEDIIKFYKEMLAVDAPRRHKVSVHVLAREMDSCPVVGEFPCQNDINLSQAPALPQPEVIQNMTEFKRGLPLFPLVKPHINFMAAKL
Numbers without * were called inactive. An excerpt, so the mix of outcomes need not match the whole.

Sample of the layout, 7 compounds:
SMILES | IDE act
Cn1c(=O)c2[nH]c(CCC3CCCC3)nc2n(C)c1=O | 2.6
C[C@H]1CN(S(=O)C(C)(C)C)[C@H](CCO)/C1=C\CCO (stereo partly drawn) | 3.8
O=c1cc(Cc2ccc([N+](=O)[O-])cc2)[nH]c(=O)[nH]1 | -0.7
CCCCCC1C(=O)CCC1CC(=O)OC (stereo not drawn) | 2.3
CCOc1ccccc1C(=O)NC(C(=O)N(C)c1c(N)n(Cc2ccccc2)c(=O)[nH]c1=O)C(C)C (stereo not drawn) | -2.5
NC(=O)C1C2C=CC(C2)C1c1ccccc1 (stereo not drawn) | 4.9
CC1CC(C)(C)CC2(C1)NC(=O)N(CC(=O)Nc1cc(C(F)(F)F)ccc1N1CCCCC1)C2=O (stereo not drawn) | 4.3

The listing (from the top)
SMILES | IDE act
Cn1c(=O)c2[nH]c(CCC3CCCC3)nc2n(C)c1=O | 2.6
C[C@H]1CN(S(=O)C(C)(C)C)[C@H](CCO)/C1=C\CCO (stereo partly drawn) | 3.8
O=c1cc(Cc2ccc([N+](=O)[O-])cc2)[nH]c(=O)[nH]1 | -0.7
CCCCCC1C(=O)CCC1CC(=O)OC (stereo not drawn) | 2.3
CCOc1ccccc1C(=O)NC(C(=O)N(C)c1c(N)n(Cc2ccccc2)c(=O)[nH]c1=O)C(C)C (stereo not drawn) | -2.5
NC(=O)C1C2C=CC(C2)C1c1ccccc1 (stereo not drawn) | 4.9
CC1CC(C)(C)CC2(C1)NC(=O)N(CC(=O)Nc1cc(C(F)(F)F)ccc1N1CCCCC1)C2=O (stereo not drawn) | 4.3
CC(C)=CCC/C(C)=C/CNC(=O)C[C@H]1C[C@H](C(=O)N2CCCCC2)[C@@]2(C)c3[nH]c4ccc(Cl)cc4c3CCN2C1=O | 0.4
O=C(Cc1ccc(S(=O)(=O)N2CCOCC2)s1)N1CCN(S(=O)(=O)c2ccccc2[N+](=O)[O-])CC1 | 1.7
O=S(=O)(Nc1ccc(-c2ccc(NS(=O)(=O)c3ccccc3)cc2)cc1)c1ccccc1 | 4.8
CCC(C)c1ccccc1N1CC(C(=O)N2CCN(S(=O)(=O)c3cccc([N+](=O)[O-])c3)CC2)CC1=O (stereo not drawn) | 3.6
NC(=S)NN=C1CCC2(CCCCC2)CC1 | 4.3
O=C1CCn2c1c(O)c1ccccc1c2=O | -0.3
CN1OC[C@@H]2CN(Cc3ccccc3)[C@H](c3cccc(N4CCOCC4)c3)C[C@@H]21 | 3.2
c1ccn(CCc2ccncc2)c1 | 3.4
CC(=NNc1ccc([N+](=O)[O-])cn1)c1ccc(N)cc1 | -1.9
COc1ccc2c(COC(=O)[C@@H]3CCCN3S(=O)(=O)c3ccc(Cl)cc3)cc(=O)oc2c1 | -0.8
O=c1c2ccccc2sc2c(CO)ccc(NCCN3CCCCC3)c12 | 6.3
COc1ccc2c(c1C)CCC(C)(C#N)C2=O (stereo not drawn) | 3.9
Cc1ccccc1C(=O)N1CCC2CC1c1cc(-c3ccc(F)cc3)ccc12 (stereo not drawn) | 2.1
Cc1ccccc1C(=O)N1CCC2CC1c1cc(Cl)ccc12 (stereo not drawn) | -2.4
Cc1ccc(C)c(N2CCN(C(=O)CCc3nc(-c4ccccc4Br)no3)CC2)c1 | 2.1
O=C(Nc1ccccc1Cl)c1ccc(C(=O)Nc2ccccc2Cl)cc1 | 2.2
Cc1ccc(S(=O)(=O)N2CCN(C(=O)COC(=O)COc3ccccc3C(C)C)CC2)c(C)c1 | 1.4
CCN(CC)C(=O)[C@H]1C[C@H](CC(=O)NCc2cccc(C(F)(F)F)c2)C(=O)N2CCc3c([nH]c4cc(CCC(=O)N(C)C)ccc34)[C@]12C | 2.2
O=C(C1CCN(S(=O)(=O)c2ccccc2F)CC1)N1CCCC1 | 6.3
CCn1c(N)cc(=O)[nH]c1=S | 2.7
CC(C)C1(C2CCCC2)NC(=O)NC1=O (stereo not drawn) | 0.2
O=CN(Cc1nc2ccccc2[nH]1)c1ccc(C(=O)O)cc1 | 5.8
Oc1cccc2oc(=S)[nH]c12 | -7.2
O=C1C=C(NCCc2cc(Br)c(O)c(Br)c2)C(=O)c2ncccc21 | 3.2
O=C1NC2c3c(Cl)sc(Cl)c3C(=O)C2O1 (stereo not drawn) | 4.5
O=C(CSc1nc2ccccc2c(=O)n1-c1ccc(F)cc1)NC1CCS(=O)(=O)C1 (stereo not drawn) | 3.6
O=C(O)c1ccc(CCCc2ccccc2)cc1 | 3.3
N#CC1(c2cccc(Br)c2)C(=O)Nc2ccccc21 (stereo not drawn) | 2.2
Nc1ccc2ccccc2c1[N+](=O)[O-] | -2.0
O=C(NNC(=O)c1ccc2ccccc2c1)c1cccc(F)c1 | 1.2
COC(=O)[C@@]1(C)[C@H]2C(=O)N(Cc3ccccc3)C(=O)[C@H]2[C@H]2CN=C(SCC3CC3)N21 | 0.1
CC(=O)N1CCN(C(=O)c2cc3c(s2)CCCC3)CC1 | -1.1
O=S1(=O)[C@H]2C[C@H](CO)O[C@@]2(CO)CN1Cc1ccc(-c2ccc(F)cc2)cc1 | -0.2
COc1ccc(OC)c(NC(=O)C2CC(=O)N(Cc3ccco3)C2)c1 (stereo not drawn) | 0.9
CC1CCCN(CCC(=O)c2ccccc2)C1 (stereo not drawn) | 2.1
CCCCCc1ccc(C(=O)CCC(=O)OCC(=O)N(CC)c2c(N)n(Cc3ccccc3)c(=O)[nH]c2=O)cc1 | -0.6
O=C1[C@H](Cc2ccccc2)NCC=CC[C@@H](c2ccc(Cl)cc2)N1Cc1ccc(Cl)cc1 | 4.7
Cc1cc(C)c(C(=O)CC(=O)c2cccnc2)c(C)c1 | 5.6
O=C(/C=C/c1ccccc1)CCN1CCOCC1 | -5.5
O=c1[nH]nc(SC2CCCCC2)c(=O)[nH]1 | -6.3
CCOC(=O)Nc1cc2c(c(N)n1)N=C(c1ccccc1)CN2 | -9.4
COC(=O)[C@@H](Cc1ccccc1)NC(=O)CC[C@H]1O[C@@H](n2cc(C)c(=O)[nH]c2=O)C[C@@H]1O | 0.1
Cc1cc(C)n2nc(C(=O)Nc3cccc(S(=O)(=O)N4CCOCC4)c3)nc2n1 | 1.6
CCOc1nc(-c2ccccc2)ccc1-c1noc(-c2ccc(OC)c(OC)c2)n1 | 1.7
O=C(O)c1ccc(C=NN=Cc2ccco2)cc1 | 3.8
Cc1c(C(=O)N2CCN(C3CCS(=O)(=O)C3)CC2)oc2ccc(Cl)cc12 (stereo not drawn) | 0.2
Cc1cc(C)c2c(c1C)C(=O)CCC2 | 3.6
O=C(Cn1cc(COc2c(F)c(F)cc(F)c2F)nn1)c1ccc(O)cc1 | 2.3
CCc1nc(SCC(=O)Nc2nnc(C(C)C)s2)n[nH]1 | 0.6
COc1ccc(CC2(c3ccccc3)NC(=O)NC2=O)cc1 (stereo not drawn) | 3.4
Oc1ccc2ccccc2c1CNc1ccc2ccccc2c1 | 8.0
CC1=CC(=NNS(=O)(=O)c2ccc([N+](=O)[O-])cc2)CC(C)(C)C1 | -4.1
COc1cccc(NC(=O)c2ccccc2OCc2c(C)noc2C)c1 | -1.3

(list continues)
SMILES | IDE act
Cc1ccnc(NC(=O)c2cccc(NC(=O)c3ccc(Cl)cc3)c2)c1 | 2.5
COc1cccc(NC(=O)CN(C)C(=O)c2ccc(OCC3CCCO3)cc2)c1 (stereo not drawn) | 6.4
Cc1nn(C2CCS(=O)(=O)C2)c2nc(C3CC3)cc(C(=O)Nc3ccc(C(N)=O)cc3)c12 (stereo not drawn) | 1.4
CCOC(=O)C1Oc2ccccc2C(c2ccc(OC)cc2)=C1C(=O)OC (stereo not drawn) | 4.8
Cn1nc(C(=O)NCc2ccc(F)cc2)cc1C(=O)NCc1ccc(F)cc1 | 4.3
O=C(C[C@H]1C[C@H](C(=O)N2CCOCC2)[C@@]2(CCC3CCCC3)c3[nH]c4cc(-c5ccco5)ccc4c3CCN2C1=O)NCCC1=CCCCC1 | 5.8
OCC1OC(n2cnc3c(/C=C(\O)c4ccccc4)ncnc32)C(O)C1O (stereo not drawn) | 5.2
O=C(Cc1ccccc1)NN=C1CCCC1 | 3.2
O=C1c2cccc(NCCCNCCO)c2C(=O)c2cccc(NCCCNCCO)c21 | 2.7
O=C(/C=C/c1ccccc1)Nc1cccc(C(=O)NCCCc2ccccc2)c1 | -0.2
COc1cc(OC)c(C(=O)OCC(=O)NCC2CCCCC2)cc1OC | -4.7
CN1CCc2c(sc3c2c(=O)n(-c2ccccc2)c2nnc(SCc4ccc(F)cc4)n32)C1 | 8.8
CC[C@@H]1C(c2ccccc2)=NN(c2ccc(Br)cc2)[C@H]1C(=O)N1CCOC1=O | 3.1
CCOC(=O)C1=C(C)c2ccccc2OC1(CC)C(=O)OCC (stereo not drawn) | 1.4
O=c1[nH]c(=O)c2[nH]c(=S)n(-c3ccccc3)c2[nH]1 | -1.6
CCNC1(C(N)=O)CCN(Cc2ccccc2)CC1 | 6.1
CCN(CC)C(=O)[C@H]1C[C@H](CC(=O)NCCCN(C)C)C(=O)N2CCc3c([nH]c4cc(CCC(=O)N(C)C)ccc34)[C@]12C | 1.4
Cc1c(C(=O)OCC(O)=C(C#N)c2nc3ccccc3[nH]2)oc2ccc(Br)cc12 | 7.8
O=C(COC(=O)/C=C/c1ccccc1[N+](=O)[O-])NNC(=O)c1ccc(F)cc1 | 3.9
CN(CCc1ccccc1)C(=O)c1ccc(NC(=O)Cc2ccc(NC(=O)C3CCCN(S(=O)(=O)c4cccc([N+](=O)[O-])c4)C3)cc2)cc1 (stereo not drawn) | 3.1
CC(=O)OC1CCC2C3CCC4OC(=O)CCC4C3CCC12C (stereo not drawn) | -0.1
CC(c1ccccc1)N1CC(C(=O)N2CCN(Cc3ccc(C#N)cc3)CC2)CC1=O (stereo not drawn) | 4.5
CC(Sc1nnc(Cc2cccs2)n1C1CC1)C(=O)NC1CCS(=O)(=O)C1 (stereo not drawn) | 2.3
NS(=O)(=O)c1ccc(N2N=C(c3ccccc3)CC2c2cccc(Cl)c2)cc1 (stereo not drawn) | -4.0
Cc1ccc(CN2CC(C(=O)N3CCN(S(=O)(=O)c4ccccc4)CC3)CC2=O)cc1 (stereo not drawn) | 4.9
Cc1ccc(S(=O)(=O)N(CC(=O)Nc2cccc([N+](=O)[O-])c2)C(=O)N2CCN(C)CC2)cc1 | 4.4
Nc1nc(Sc2ccc([N+](=O)[O-])c3nonc23)c2[nH]cnc2n1 | -26.6
COc1ccccc1CCNC(=O)c1cc(-c2ccccn2)nc2ccccc12 | 4.6
C1=C[C@H]2CC[C@@H]1N(c1ccccc1)O2 | 3.5
Cc1cccc(N=C2CCCC2C(=O)Nc2cccc(C)c2C)c1C (stereo not drawn) | -1.0
N#C/C(=C/c1ccc(-c2ccc([N+](=O)[O-])cc2)o1)c1nnc(N2CCOCC2)n1-c1ccccc1 | 5.0
Oc1ccc(C=NNC(=S)Nc2ccc(F)cc2)c(O)c1 | -2.7
Cc1ccc(C(C)(C)C)cc1S(=O)(=O)Nc1cccc(C(=O)N2CCN(c3ccccn3)CC2)c1 | -3.9
CC(C)N(C(=O)[C@H]1C[C@H](CC(=O)NCCCn2ccnc2)C(=O)N2CCc3c([nH]c4ccc(Cl)cc34)[C@]12C)C(C)C | 0.3
CC(=O)N(c1ccccc1C)c1ccccc1C | 5.9
CS(=O)(=O)N1CCCCC1CCN1CCCCC1 (stereo not drawn) | 4.1
C#CCOCCOCCOCCNc1nc(N2CCOCC2)nc(N2CCN(C(=O)[C@H](C)n3cc(CCC(=O)O)nn3)CC2)n1 | 5.5
O=C1Cc2ccccc2C(=O)N1Nc1ccccc1 | -4.4
Cc1c(C(=O)O)sc(S(=O)(=O)N2CCN(C(=O)Cc3ccccc3)CC2)c1C(=O)O | -3.2
CC(C)C(NC(=O)C1(NC(=O)OCc2ccccc2)CCCC1)C(=O)O (stereo not drawn) | -0.6
Cc1cn(CC(=O)NCCCn2ccnc2)c(=O)[nH]c1=O | 3.2
Cn1c(=O)c(-c2ccccc2)cc2ccccc21 | -2.5
O=c1cc(SCc2ccccc2)nc[nH]1 | -14.8
O=C(O)c1cccc2c1C(=O)c1cc([N+](=O)[O-])ccc1-2 | 4.5
CCOC(=O)C1(Cc2ccccc2)CCCCCC1=O (stereo not drawn) | -0.8

Six entries from above, tab-delimited.
compound	IDE act
Cc1cccc(N=C2CCCC2C(=O)Nc2cccc(C)c2C)c1C (stereo not drawn)	-1.0
N#C/C(=C/c1ccc(-c2ccc([N+](=O)[O-])cc2)o1)c1nnc(N2CCOCC2)n1-c1ccccc1	5.0
Oc1ccc(C=NNC(=S)Nc2ccc(F)cc2)c(O)c1	-2.7
Cc1ccc(C(C)(C)C)cc1S(=O)(=O)Nc1cccc(C(=O)N2CCN(c3ccccn3)CC2)c1	-3.9
CC(C)N(C(=O)[C@H]1C[C@H](CC(=O)NCCCn2ccnc2)C(=O)N2CCc3c([nH]c4ccc(Cl)cc34)[C@]12C)C(C)C	0.3
CC(=O)N(c1ccccc1C)c1ccccc1C	5.9

Remaining list, next part
SMILES | IDE act
O=C(COC(=O)c1cncc(Br)c1)NCC12CC3CC(CC(C3)C1)C2 | -0.5
O=C1CCCN1CCc1cccc2ccccc12 | 2.1
CC(Oc1ccccc1F)C(=O)NNC(=O)c1ccc(-n2cncn2)c([N+](=O)[O-])c1 (stereo not drawn) | 0.0
CC(Sc1nnc(Cc2cccs2)n1C)C(=O)Nc1ccc(C(N)=O)cc1 (stereo not drawn) | -10.6
CN1C(c2ccc(F)cc2)=CS/C1=C(/C#N)c1nnc2n1-c1ccccc1SC2 | 5.6
N#CCCN(NC(=O)OCc1ccccc1)C(=O)OCc1ccccc1 | -3.6
COc1ccc(OC)c(CN2CCN(C(=O)c3ccc(C)c(S(=O)(=O)Nc4ccccc4OC)c3)CC2)c1 | 1.9
CCOC(=O)Cc1csc(SCC(=O)NC2CCCC2)n1 | 6.8
Nc1cccc(Oc2ccc3c(c2)C(=O)N(CCO)C3=O)c1 | 4.0
O=C(NN(C(=O)c1ccccc1)c1cccs1)c1ccccc1 | 1.6
CN(CC(=O)NCCc1ccc(F)cc1)CC(=O)Nc1ccc(F)c(F)c1F | 4.0
Nc1ccccc1C(=O)NC(=O)Nc1ccc(Oc2ncc(Br)cn2)c(Cl)c1 | 5.3
CCC(=O)c1ccc(OCC(=O)OC(C)C(=O)Nc2c(C)n(C)n(-c3ccccc3)c2=O)cc1 (stereo not drawn) | -0.1
C[n+]1cccc(C(=O)O)c1 | 4.6
O=c1[nH]c(=S)[nH]cc1Oc1ccc(Br)cc1Br | 1.2
